# Source: PubChem BioAssay (National Center for Advancing Translational Sciences (NCATS))
# SW480 rerep: inducers of DNA re-replication in SW480 colon cancer cells; SW480 DNA re-replication, Hoechst DNA content imaging, 48 h; Potency, µM (titrated, usually from 46.1 µM), without a hit: at the highest dose re-replication activation, hits mostly activators; actives 1.8% (n = 340,000); further: potency means the concentration at half of the fitted maximal effect; % of control where 0% means no effect; nearly all actives have a fitted effect of over 55% in size
#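 Treated cells incubate 48 hr (37 C, 5% CO2), are stained 40 min with Hoechst, and nuclear fluorescence is enumerated; a rise in nuclei with high DNA signal marks re-replication.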
# KB-3-1 cytotox: kills parental KB-3-1 adenocarcinoma cells. KB-3-1 viability, CellTiter-Glo ATP luminescence, 72 h. Potency, µM (titrated, usually from 46.1 µM), for inactives: at the top dose activity change, negative = cytotoxic, most hits filed as cytotoxic. actives 1.4% (n = 400,000); further: potency means the concentration at half of the fitted maximal effect; on the % scale 0 is the no-effect control and ±100 the full control effect; nearly all actives have a fitted effect of over 60% in size
#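 Here the drug-naive KB-3-1 line serves as comparator for MDR sub-line selectivity; cells received compound titrations, 72 h at 37 °C, then CellTiter-Glo readout.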
# KB-V1 cytotox: KB-V1 MDR subline cytotoxicity. AID 1347076. actives 3.4% (n = 400,000). Potency, µM (top dose mostly 46.1 µM), for inactives: top-dose activity change, negative = cytotoxicity, actives largely listed as cytotoxic. KB-V1 MDR cells viability, CellTiter-Glo, 72 h; further: potency means the concentration at half of the fitted maximal effect; on the % scale 0 is the no-effect control and ±100 the full control effect; nearly all actives have a fitted effect of over 60% in size
#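 Drug-selected KB-V1 cells, grown in DMEM lacking phenol red with 10% FBS, receive compound titrations; after three days at 37 degrees C, surviving cell ATP is quantified by CellTiter-Glo luminescence and responses normalized and curve-fitted.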
# HT1080 IDH1KD tx: HT-1080 IDH1 knockdown cell toxicity (counter line) | HT-1080 IDH1 knockdown viability, ATP luminescence, 48 h | Potency, µM (highest dose often 46.1 µM), without a hit: at the highest dose activity, negative = toxicity, actives largely listed as cytotoxic | actives 2% (n = 360,000) | AID 686971;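 further: potency means the concentration at half of the fitted maximal effect; 0% = DMSO wells and -100% = cell-free medium wells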
#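 Luminescent ATP read-out (CellTiter-Glo, 10 min at room temperature) after 48 h compound exposure at 37 °C gave viability of IDH1-knockdown HT-1080 cells. Activity was normalised to DMSO and cell-free wells, then fitted as concentration-response curves.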
# IL-1B inflam inh: blocks inflammasome-driven IL-1 beta release. THP-1 LPS/ATP IL-1B secretion, AlphaLISA, 16 h; active compounds read low. activity change, % at 57.5 µM. actives 4.7% (n = 360,000). AID 743279; in the data active means activity change below about -50%; inconclusive means mostly about -30% to -49%; further: on the % scale 0 is the no-effect control and ±100 the full control effect
#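 Secreted IL-1B measured by AlphaLISA bead assay after 16 h compound exposure of THP-1 cells; compounds (final up to 57.5 uM) added 1 h before LPS (250 ng/mL) and ATP (1.25 mM) stimulation; lower signal means less secretion.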
# ATXN2 expr inh: inhibitors of ATXN2 expression. HEK-293 ATXN2-luciferase reporter, luminescence, 24 h. Potency, µM (doses to about 57 µM), without a hit: top-dose activity change, negative = inhibition, usual class: inhibitors. actives 0.72% (n = 360,000). AID 1745845; further: potency means the concentration at half of the fitted maximal effect; on the % scale 0 is the no-effect control and ±100 the full control effect; nearly all actives have a fitted effect of over 55% in size
#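 qHTS (up to 57 uM final) was run with 24 h compound exposure of reporter cells at 37 °C. Each well was multiplexed: SteadyGlo luminescence measured ATXN2-luciferase expression after a fluorogenic Gly-Phe-AFC viability readout (25 uM final).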
# HT1080NT lethal: kills 2HG-producing HT-1080-NT fibrosarcoma cells. HT-1080-NT fibrosarcoma viability, CellTiter-Glo ATP luminescence, 48 h. actives 1.6% (n = 360,000). AID 686970. Potency, µM (highest dose often 46.1 µM), for the others: at the top dose activity, negative = less viability, actives largely listed as cytotoxic;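 further: NT is the 2HG producing partner of a matched IDH1 knockdown line; potency means the concentration at half of the fitted maximal effect; 0% = DMSO-treated cells and -100% = media-only wells without cells; nearly all actives have a fitted effect of over 55% in size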
#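 750 cells/well, RPMI + 5% FBS; 2 h settle, compound pin-transfer, 48 h at 37 degrees C. CellTiter-Glo 10 min RT, luminescence. Normalized to DMSO and media-only wells.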
# ATXN viability: viability counter-screen for ATXN expression inhibitors; AID 651635; S2 cells (HEK-293 line with an ATXN2-luciferase reporter) viability, CellTiter-Fluor protease fluorescence, 24 h; actives 0.49% (n = 400,000); Potency, µM (doses to about 56.7 µM), hits mostly cytotoxic; further: potency means the concentration at half of the fitted maximal effect; nearly all actives have a fitted effect of over 40% in size
# MCF10A rerep: induces DNA re-replication in MCF 10a normal breast cells | MCF 10A DNA re-replication, Hoechst nuclear intensity, 48 h | Potency, µM (highest dose often 46.1 µM), for inactives: top-dose activity, positive = re-replication, usual class: activators | actives 2.9% (n = 350,000); further: potency means the concentration at half of the fitted maximal effect; % of control where 0% means no effect; nearly all actives have a fitted effect of over 50% in size
# An asterisk follows results filed as active; i = inactive; u = inconclusive; x = not tested or not shown; [ ] = dose if it differs, or a comment. Unless noted, the call rests on the fitted dose curve; in most records, active means well fitted curve in the direction sought with a large enough effect; inconclusive means small, poorly fitted or top-dose-only effect, or another doubt; inactive means no such curve, though single readings can be large; an effect the other way counts as inactive or inconclusive.
# Order of values: HT1080 IDH1KD tx	ATXN2 expr inh	KB-3-1 cytotox	KB-V1 cytotox	SW480 rerep	MCF10A rerep	ATXN viability	IL-1B inflam inh	HT1080NT lethal
Cc1nn(Cc2ccccc2)c(C)c1C(=O)NCCN1C(=O)S/C(=C\c2ccccc2)C1=O
 : 10.3%	-9.4%	-5.5%	u	u	25.9µM*	u	-1.6	0.4%
COc1ccc(C(C#N)=Cc2ccc(OC)c(OC)c2)cc1
 : -0.1%	x	-29.9%	-44.6%	x	x	i	-14.3	-3.4%
CCOc1ccc(/C=N/NC(=O)C(=O)NCc2ccco2)cc1
 : 0.3%	5.1%	24.7%	-4.2%	-5.9%	1.4%	u	22.3	0.5%
CCN(CC(=O)NCc1ccc(F)cc1)C(=O)COc1ccccc1[N+](=O)[O-]
 : 5.3%	-3.3%	4.2%	-11.6%	-26.5%	16.3%	i	24.3	-0.3%
Cc1ccc(CNC(=O)c2nc(S(=O)(=O)Cc3ccc(C)cc3)ncc2Cl)cc1
 : x	5.5%	u	u	x	x	i	x	x
CN1CCN(c2nc3c(c(=O)n(C)c(=O)n3C)n2Cc2ccc(Cl)cc2)CC1
 : -11.7%	x	1.3%	17.6%	-2.3%	0.1%	u	-22.0	-18.3%
Nc1c(C(=O)O)sc2nc(-c3ccccc3)cc(-c3ccc(F)cc3)c12
 : 11.0%	x	u	9.5%	u	u	i	0.0	-7.1%
CCN(C(=O)COC(=O)/C=C/c1ccco1)C1CCCCC1
 : -1.4%	0.9%	-3.1%	-14.0%	-4.9%	-1.9%	i	-8.1	0.8%
COc1ccc(/C=N/NC(=O)CN2CCSCC2)c(OC)c1
 : 28.7%	7.2%	7.9%	24.8%	1.8%	0.7%	i	8.8	19.1%
Cn1c(=O)c2cc(S(=O)(=O)NC(C(=O)NC3CCCCC3)c3ccccc3)ccc2n(C)c1=O (centres undefined)
 : 4.8%	5.6%	7.0%	17.7%	-5.7%	-4.9%	i	0.5	-0.4%
CC(C)C(=O)NC(NC(=S)NC1CCS(=O)(=O)C1)C(Cl)(Cl)Cl (centres undefined)
 : 1.2%	1.1%	4.4%	5.3%	u	u	i	15.4	-1.9%
O=C(/C=C/c1cccnc1)c1ccccc1O
 : -12.8%	x	-2.2%	2.8%	-8.6%	21.2%	i	-2.3	-11.1%
COc1ccc(CNC(=O)C2CCN(S(=O)(=O)c3cccnc3)CC2)cc1
 : -1.8%	x	0.6%	16.9%	4.2%	6.7%	i	-2.7	-1.4%
CN(C)CCNC(=O)c1sc2cccc(F)c2c1Cl
 : -21.7%	-9.4%	6.4%	-9.7%	u	27.7%	i	-13.3	-4.8%
O=C(Nc1ccc(Cl)cn1)C1CCN(S(=O)(=O)c2cccs2)CC1
 : -16.5%	-24.6%	-42.4%	u	u	-2.4%	i	-5.4	-18.4%
O=C(CN1C(=O)/C(=C2/SC(=S)N(CCS(=O)(=O)O)C2=O)c2ccccc21)Nc1cccc(C(F)(F)F)c1
 : 0.8%	22.5%	11.3%	14.7%	-15.2%	-17.3%	i	23.6	2.1%
Cc1cc(C)nc(SC2CC(=O)N(c3ccc(C)c(C)c3)C2=O)n1 (centres undefined)
 : 16.4µM*	x	u	u	u	23.4%	x	63.6	u
O=S1(=O)N[C@@H](Cc2ccccc2)COc2cc(N3CC[C@H](O)C3)ccc21
 : 1.7%	1.2%	u	u	x	x	u	28.9	-3.1%
O=C(/C(=C(\[O-])c1ccccc1)[n+]1ccc2ccccc2c1)c1ccccc1
 : -0.7%	-1.6%	0.4%	1.7%	13.8%	u	i	-7.7	-0.5%
O=C(CCC(=O)Nc1ccccc1Cl)N/N=C/c1c[nH]c2ccccc12
 : -14.1%	-5.9%	-0.3%	14.2%	-11.1%	5.6%	i	16.6	-2.6%
CCO[C@H]1OC(C(=O)N2CCOCC2)=C[C@@H](c2ccc(C(F)(F)F)cc2)[C@@H]1CCCO
 : 0.9%	-5.7%	2.8%	-16.4%	6.2%	0.6%	i	-3.4	11.6%
COc1ccc(-n2ccc(-c3nn(-c4cccc(C(F)(F)F)c4)ccc3=O)n2)cc1
 : -5.0%	1.5%	u	-26.4%	-5.7%	-0.3%	i	-12.5	-6.4%
COc1ccc(NC(=O)CSc2nc(O)cc(=O)n2-c2ccc(OC)cc2)cc1
 : 10.7%	13.3%	5.5%	u	-1.4%	-4.2%	i	4.6	10.2%
O=C(Nc1ccc(Cl)cc1)OCc1cc(-c2ccccc2)on1
 : -12.9%	22.5%	11.0%	5.1%	-6.2%	-3.9%	i	-11.9	-16.3%
Cc1nc2ccccc2c2nc(NC(=O)C(F)(F)F)nn12
 : -18.2%	4.1%	11.2%	-11.9%	-4.7%	4.5%	i	27.2	-16.0%
COc1ccc(Br)cc1/C=N/N1CCN(Cc2ccccc2Cl)CC1
 : 22.8%	-5.0%	2.9%	-7.5%	-0.8%	u	i	-13.0	23.2%
Cc1nnc(SC(C)C(=O)Nc2c(C)n(C)n(-c3ccccc3)c2=O)n1N (centres undefined)
 : -4.9%	-4.2%	-0.5%	2.4%	4.7%	9.8%	i	24.2	6.6%
COC(=O)c1ccc(Cn2c(C)c(C(=O)NCc3ccc([N+](=O)[O-])cc3)sc2=O)o1
 : -22.5%	-14.4%	16.9%	u	x	x	i	-2.5	-0.1%
COc1ccc(C(=O)NCc2ccc(F)cc2)cc1S(=O)(=O)N1CCCC1
 : -0.8%	2.3%	2.2%	-12.7%	-9.5%	6.2%	i	11.5	-3.7%
O=C(O)CCn1c(=O)n(CCC(=O)O)c(=O)n(CCC(=O)O)c1=O
 : 15.4%	-11.6%	8.3%	3.2%	-4.4%	-0.5%	i	-1.4	-1.5%
COc1ccc(OC)c2[nH]c(C(=O)N3CCC(C(=O)O)CC3)cc12
 : 7.5%	x	1.0%	19.6%	6.0%	-2.4%	i	-5.4	10.5%
c1ccc(SCCCCNC2CCCC2)cc1
 : -1.2%	-5.6%	-13.1%	0.0%	2.4%	21.1%	i	-9.0	2.0%
COc1cccc(N=NC2C(=O)N(C(N)=S)N=C2C)c1 (centres undefined)
 : -5.9%	73.9%[activator]	-6.0%	-1.9%	u	u	i	x	25.9µM*
O=C(C[C@@H]1C/C=C\CC[C@H](Cc2ccc(F)cc2)C(=O)OC[C@@H]2CCCN2C1=O)NCCO
 : -0.8%	0.3%	7.8%	-6.4%	-1.5%	12.6%	i	2.8	28.3%
O=C(COc1ccc(Cl)cc1Cl)Nc1ccc(C(=O)OC2CCCCC2)cc1
 : x	12.3%	4.8%	-5.2%	x	x	i	x	x
Cc1ccc(Cn2c(SCC(=O)N/N=C/c3ccc(C)o3)nc3ccccc32)cc1
 : -26.3%	3.2%	0.0%	0.0%	-5.0%	28.2%	i	-8.7	-15.4%
COC(=O)CNC(=O)CSc1nnc(C)c(=O)[nH]1
 : 24.6%	4.4%	15.9%	17.5%	-5.2%	-7.1%	i	8.1	18.9%
COC(=O)C1=CNC=C(C(=O)OC)C1c1cccc(OC)c1
 : 1.7%	-4.3%	7.7%	16.2%	8.5%	-1.0%	i	7.6	10.2%
C[C@@H]1CN([C@@H](C)CO)C(=O)c2cc(C#Cc3ccccc3)cnc2O[C@H]1CN(C)C(=O)c1ccccc1F
 : -4.6%	-21.0%	0.7%	-14.6%	x	x	i	u	-17.6%
Cc1cc(Cl)ccc1OCC(=O)NNC(=O)c1cccs1
 : 0.5%	11.6%	-2.7%	-13.1%	-12.0%	2.7%	i	-9.5	0.6%
CCCCCn1nc(C(=O)OCC(=O)c2c(N)n(C)c(=O)n(C)c2=O)c2ccccc2c1=O
 : -0.2%	-9.4%	7.2%	-3.1%	-5.7%	0.0%	i	-52.5*	0.6%
N#Cc1ccccc1NC(=O)COC(=O)c1c[nH]c2ccccc12
 : 4.7%	10.2%	6.8%	0.0%	-7.2%	1.4%	i	22.6	-2.3%
O=C(c1sccc1-c1ccccc1)N1CCN(S(=O)(=O)c2ccccc2F)CC1
 : -1.0%	-22.1%	-22.2%	u	21.9%	5.0%	i	5.2	-0.1%
O=c1oc2ccccc2n1CCc1ccccc1
 : -22.0%	9.0%	-0.3%	-7.1%	6.4%	156.8%[0.0737 µM]	i	10.5	-2.5%
CCOC(=O)c1c(C)c(C(=O)NCc2ccc(Cl)cc2)c(C)n1CC
 : x	-13.2%	-21.6%	u	x	x	i	x	x
Nc1nc(N2CCCCC2)nc(N2CCCCC2)n1
 : -0.4%	-0.9%	-12.6%	3.1%	-2.6%	-0.1%	u	21.2	-1.0%
CC(=O)N1CCCc2cc(S(=O)(=O)N(C)CC(=O)Nc3ccc(Cl)cc3C)ccc21
 : x	-14.7%	u	-36.5%	x	x	i	x	x
Cc1[nH]c(=O)[nH]c(=O)c1/C=C/C(=O)O
 : 19.5%	17.2%	-1.9%	-2.5%	2.4%	-12.4%	i	20.8	14.3%
COc1ccc(OC)c(Nc2ncnc3ccc(Br)cc23)c1
 : -0.6%	-23.9%	4.8%	13.9%	5.4%	u	i	24.6	-6.9%
COc1ccc(CN2CCC(C(N)=O)CC2)cc1OCc1ccccc1
 : 6.9%	-5.6%	10.6%	17.6%	3.4%	-0.1%	i	0.0	0.8%
O=C(Nc1ccc2oc(-c3ccc(Cl)cc3)nc2c1)c1ccc2ccccc2c1
 : x	8.2%	16.7%	0.8%	x	x	i	x	x
Cc1cc(C)cc(NC(=O)Nc2ccc3nc(N4CCN(C)CC4)cc(C)c3c2)c1
 : x	-13.2%	u	u	x	x	i	x	x
